KKLEB tox: cytotoxicity in KKLEB CF airway cells, primary screen, cytotoxicity control for CF NF-kB inhibitor project, cell-based, uHTS, fluorescence assay plates; hit rate 0.36% among 360,000; KKLEB CF airway cells viability, ATPlite luminescence, overnight; stronger effect = lower value; cells stimulated with P. aeruginosa culture filtrate; activity change (cytotoxicity), % at 5 µM; AID 602141, 2011;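 active = corrected activity change at or below -50% at 5 µM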
NCOA3 inh: SRC3 coactivator transcriptional activity inhibitors, primary screen, cell-based, luminescence | hit rate 0.17% among 360,000 | HEK293 GAL4-SRC3 luciferase reporter | Nuclear receptor coactivator 3 (Homo sapiens), Q9Y6Q9 | inhibition, % at 3.6 µM;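 active = inhibition above a per-campaign cutoff, the mean of all compounds plus 3 SD, cut at about 60% in these data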;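 also: 0% = DMSO-treated cells and 100% = gossypol-treated cells at 36 µM; higher means less SRC3-driven luciferase light from the GAL4 reporter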
TROY signal inh: inhibitors of TROY-driven NF-kB signaling, primary screen, Q293 LMP1-TROYcd cells, NF-kB luciferase, uHTS. Q293 LMP1-TROYcd NF-kB luciferase reporter, 4 h. inhibition, % at 10 µM. hit rate 0.98% among 360,000;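 active = compounds whose plate-normalised and pattern-corrected inhibition of the luciferase reporter signal at the single screening dose is 50% or more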
TRAIL sens C8: viability loss with TRAIL in NB7+C8 cells, primary screen, TRAIL sensitizer project, cell-based, ATPlite luminescence. inhibition (viability loss, TRAIL sensitization), % at 10 µM. hit rate 1% among 360,000. AID 624354, 2012;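 active = compounds causing at least 50% loss of cell viability in the single-dose screen, relative to plate controls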
COUP-TFII inh: NR2F2 transcriptional activity inhibitors, primary screen, cell-based, luciferase reporter, HEK293T, luminescence | hit rate 0.7% among 370,000 | inhibition, % at 8.6 µM | COUP transcription factor 2 (Homo sapiens), P24468 | HEK293T NGFI-A luciferase reporter;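 active = inhibition above a per-plate cutoff, mean inhibition of test wells between control levels plus 3 SD, cut at about 38% in these data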;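 also: cells cotransfected with COUP-TFII expression vector driving the NGFI-A reporter; 0% = median of COUP-TF2 test wells and 100% = reporter-only cells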
NCOA1 inh: SRC1 coactivator transcriptional activity inhibitors, primary screen, cell-based, luminescence; AID 588354, 2011; hit rate 0.12% among 360,000; Nuclear receptor coactivator 1 (Homo sapiens), Q15788; HEK293 GAL4-SRC1 luciferase reporter; inhibition, % at 3.6 µM;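 active = inhibition above the campaign mean plus 3 SD, with each screening campaign given its own cutoff, cut at about 60% in these data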;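 also: 0% = DMSO treated cells and 100% = gossypol at 36 µM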
TWEAK Fn14 block: inhibitors of TWEAK-Fn14 signaling, primary screen, luciferase reporter cells, uHTS | AID 1159606, 2016 | TWEAK-stimulated Fn14 reporter cells, luciferase luminescence, 8 h | inhibition, % at 10 µM | hit rate 2% among 360,000; in the data active = inhibition above about 50%
LMP1 NFkB inh: EBV LMP1-driven NF-kappaB luciferase reporter inhibitors, primary screen, cell-based, luminescence, single point | LMP1-induced NF-kappaB luciferase reporter cells | inhibition, % at 12.5 µM | hit rate 0.69% among 350,000 | AID 504558, 2011; in the data active = inhibition above about 41%;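 also: 0% = neutral control wells and 100% = reference inhibitor control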
NCOA2 inhibitor: inhibition of GAL4-SRC2 driven luciferase reporter, primary screen, SRC2 inhibitor project, cell-based, luminescence; Nuclear receptor coactivator 2 (Homo sapiens), Q15596; HEK293 GAL4-SRC2 luciferase reporter; inhibition, % at 9 µM; hit rate 0.17% among 370,000; AID 651957, 2012;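 active = inhibition above the mean inhibition of all tested compounds plus 3 SD, set per campaign, cut at about 52% in these data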;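 also: 0% = DMSO treated cells and 100% = cells given Gossypol at 36 µM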
Target sequence (Q15596 whole entry, looked up, the tested form may be a part): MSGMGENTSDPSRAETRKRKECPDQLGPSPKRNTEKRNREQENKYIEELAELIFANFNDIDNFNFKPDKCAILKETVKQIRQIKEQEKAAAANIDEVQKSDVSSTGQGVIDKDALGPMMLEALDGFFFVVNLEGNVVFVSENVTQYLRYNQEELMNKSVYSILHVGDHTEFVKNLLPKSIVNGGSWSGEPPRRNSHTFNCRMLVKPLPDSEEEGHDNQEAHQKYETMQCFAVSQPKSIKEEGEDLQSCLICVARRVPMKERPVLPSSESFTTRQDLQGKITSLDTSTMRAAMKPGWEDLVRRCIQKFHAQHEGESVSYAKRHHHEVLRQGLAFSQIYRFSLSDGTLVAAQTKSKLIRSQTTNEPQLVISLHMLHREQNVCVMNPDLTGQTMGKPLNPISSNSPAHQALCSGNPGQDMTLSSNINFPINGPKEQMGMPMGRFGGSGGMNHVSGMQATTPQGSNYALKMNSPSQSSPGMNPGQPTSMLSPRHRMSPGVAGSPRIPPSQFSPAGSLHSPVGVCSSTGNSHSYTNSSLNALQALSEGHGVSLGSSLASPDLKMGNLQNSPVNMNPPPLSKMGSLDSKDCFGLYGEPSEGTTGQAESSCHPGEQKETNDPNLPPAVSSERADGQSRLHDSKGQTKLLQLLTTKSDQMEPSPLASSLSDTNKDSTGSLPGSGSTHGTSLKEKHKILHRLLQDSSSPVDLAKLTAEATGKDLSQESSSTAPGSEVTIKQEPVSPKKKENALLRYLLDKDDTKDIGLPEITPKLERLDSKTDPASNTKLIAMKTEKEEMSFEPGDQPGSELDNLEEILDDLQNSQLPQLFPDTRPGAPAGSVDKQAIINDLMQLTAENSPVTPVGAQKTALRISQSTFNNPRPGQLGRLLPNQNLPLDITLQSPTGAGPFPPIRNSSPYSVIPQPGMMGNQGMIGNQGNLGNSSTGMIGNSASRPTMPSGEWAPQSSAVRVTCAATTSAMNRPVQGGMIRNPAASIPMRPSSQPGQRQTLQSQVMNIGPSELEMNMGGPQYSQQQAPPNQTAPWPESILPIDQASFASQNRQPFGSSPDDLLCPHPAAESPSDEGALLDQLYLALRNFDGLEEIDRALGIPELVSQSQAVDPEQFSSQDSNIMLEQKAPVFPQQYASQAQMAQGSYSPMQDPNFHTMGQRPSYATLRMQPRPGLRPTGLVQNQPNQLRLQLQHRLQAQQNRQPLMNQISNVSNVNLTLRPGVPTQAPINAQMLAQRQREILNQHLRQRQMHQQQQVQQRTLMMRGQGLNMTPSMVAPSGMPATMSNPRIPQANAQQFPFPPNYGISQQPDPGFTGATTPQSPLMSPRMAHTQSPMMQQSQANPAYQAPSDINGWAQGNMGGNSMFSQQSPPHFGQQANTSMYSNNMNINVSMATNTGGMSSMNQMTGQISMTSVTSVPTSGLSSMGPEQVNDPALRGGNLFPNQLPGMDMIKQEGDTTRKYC
CF NFkB inh: inhibitors of PAF-induced NF-kB signaling, primary screen, cell-based, GFP fluorescence, uHTS; KKLEB NF-kB-GFP reporter, GFP fluorescence overnight; inhibition, % at 5 µM; hit rate 0.86% among 360,000;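 active = at least 50% inhibition at 5 µM, scaled per plate between neutral and stimulator controls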;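 also: PAF is a Pseudomonas aeruginosa culture filtrate used as stimulus; plate controls were PAF-stimulated DMSO wells for no effect and unstimulated DMSO wells for full effect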
LRH-1 inv ag: LRH-1 (NR5A2) inverse agonists, primary screen, cell-based, luminescence, HEK293T, StAR-luciferase reporter. Nuclear receptor subfamily 5 group A member 2 (Homo sapiens), O00482. LRH-1 transfected, 24 h. inhibition, % at 3.6 µM. hit rate 0.13% among 360,000;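 active = inhibition above the mean inhibition of all tested compounds plus 3 SD, cut at about 73% in these data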;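 also: 0% = DMSO wells and 100% = reporter-only cells lacking LRH-1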
An asterisk follows results filed as active; / = no result given; & = joins results of further samples.

SMILES	KKLEB tox	NCOA3 inh	TROY signal inh	TRAIL sens C8	COUP-TFII inh	NCOA1 inh	TWEAK Fn14 block	LMP1 NFkB inh	NCOA2 inhibitor	CF NFkB inh	LRH-1 inv ag
Cc1ccc(N2CCN(/N=C/c3cccs3)CC2)cc1	4.0	-13.9	-37.6	-13.7	-8.2	0.7	-0.3	0.7	7.3	-9.0	4.0
CC(C)C(=O)N1CCCC1(C)C(=O)NCc1ccc(Cl)cc1 (stereo unspecified)	5.6	11.2	-10.2	6.8	-2.2	-9.6	10.1	/	-0.8	-21.5	-11.6
S=C(Nc1ccccc1Cl)N(CCN1CCCCC1)Cc1ccco1	7.8	14.6	8.7	-3.2	13.4	3.5	2.0	-2.0	11.9	3.5	-11.6
CCSc1nnc([C@@H](NC(=O)OC(C)(C)C)C(C)C)o1	5.4	9.0	1.3	-1.1	15.1	-13.9	28.6	4.6	-4.3	0.4	-4.2
COc1ccc(S(=O)(=O)N2Cc3ccccc3CC2C(=O)Nc2ccc3c(c2)OCO3)cc1 (stereo unspecified)	-9.9	-28.1	-52.8	-2.3	-21.2	-21.5	1.6	-4.3	-52.4	14.7	-47.4
O=C(Cc1cccc(F)c1)N1CCCC(CO)(Cc2ccc(F)cc2F)C1 (stereo unspecified)	-5.7	-1.0	-7.9	-6.2	8.3	1.3	2.0	7.4	-14.4	18.9	7.4
Cc1nn(-c2ccccc2)c2c1/C(=N/O)CC(C)(C)C2	-0.3	-2.0	-12.3	-3.3	-10.4	1.8	5.8	8.5	13.3	14.1	-13.3
O=[N+]([O-])c1ccccc1S(=O)(=O)Nc1ccc(-c2ccc(N3CCCC3)nn2)cc1	-1.1	-10.5	-3.1	15.6	-2.2	-38.6	-18.3	-9.4	-14.4	5.4	-17.0
COc1ccc(N=C2S/C(=C\c3ccc(OC(C)C(=O)O)c(OC)c3)C(=O)N2CCc2c[nH]c3ccccc23)cc1 (stereo unspecified)	-5.9	-10.1	54.3*	5.0	16.9	-43.2	38.9	0.0	11.8	16.6	15.0
CC(=Nc1ccccc1)C1=C(O)C(CC(C)C)NC1=O (stereo unspecified)	10.9	1.8	-17.4	-10.8	-16.0	-13.5	-22.0	1.1	7.8	-6.8	-30.5
Cc1[nH]n(C(N)=S)c(=O)c1C(c1ccccc1)C(C#N)C#N (stereo unspecified)	13.0	-19.1	-6.8	-8.2	19.6	-9.6	9.3	3.1	-5.1	-10.0	2.8
Cc1noc(C)c1S(=O)(=O)Nc1cccc(C(F)(F)F)c1	9.1	14.8	4.2	-18.7	0.9	-4.4	10.8	1.5	-11.5	12.0	-2.0
COc1ccc(CCc2nc(C)ccc2O)cc1	-0.8&-8.6	-4.0&-35.3	-19.2&-17.2	15.4&31.9	-13.1&-13.3	-24.1&-16.0	-26.6&-13.0	-3.4&0.7	-25.9&-29.9	0.9&5.7	-12.9&-27.6
O=C(NCCC1CCCCN1S(=O)(=O)c1ccccc1)C(=O)NCc1cccnc1 (stereo unspecified)	12.4	2.3	14.1	1.6	13.4	-10.9	8.6	1.6	-3.1	-27.2	4.4
O=C(c1ccco1)N(Cc1cccc(Br)c1)C1CCS(=O)(=O)C1 (stereo unspecified)	2.5	-46.2	7.2	-3.1	5.5	0.5	5.9	3.2	4.8	19.9	9.6
O=C(Nc1ccc(F)cc1)c1oc2ccccc2c1NC(=O)C1CC1	7.6	10.7	-8.8	19.7	11.5	-8.8	19.2	-0.4	7.4	-32.2	46.9
CC1CN(S(=O)(=O)c2ccc(NC(=O)CCCN3C(=O)c4ccccc4C3=O)cc2)CC(C)O1 (stereo unspecified)	-11.3	17.1	-2.0	-10.2	/	8.0	-10.4	3.8	/	0.0	11.4
Cc1ccc(NC(=O)C2CCCC2)c(Br)c1	3.6	-10.2	-45.7	-12.2	-3.7	-8.0	-3.9	-16.5	-4.9	1.9	-2.9
O=C(O)c1ccccc1NCc1cccnc1	0.3	-90.2	-68.4	6.8	-17.5	-118.3	-40.4	/	0.6	-12.1	-164.3
COc1ccccc1CN(C)C(=O)C1COc2ccccc2O1 (stereo unspecified)	-10.2	-10.5	-15.3	-22.0	3.8	5.1	-3.2	-5.7	9.3	8.5	-5.8
CCCN(Cc1nc(-c2ccc(Cl)cc2)no1)CC1CCCO1 (stereo unspecified)	-6.8	1.4	-18.0	9.3	-3.0	3.7	-16.0	-4.3	-51.2	23.5	2.5
COc1ccc([N+](=O)[O-])cc1NC(=O)C1CCCNC1=O (stereo unspecified)	5.6	5.3	-15.9	-1.6	1.9	10.1	-6.1	-2.2	-11.6	-6.0	4.8
O=C(c1ccc(Cl)cc1)C1CCN(C(=S)Nc2ccccc2)CC1	-6.2	-15.1	13.7	-4.3	-8.9	-9.4	-10.0	4.0	-17.1	-4.0	6.9
CNc1nc(-c2ccccc2)cc(C(F)(F)F)c1C#N	-11.4	4.8	0.8	-12.5	-6.6	-1.3	5.7	2.2	-21.6	14.9	15.7
CCOC(=O)N1CCN(C(=O)CCS(=O)(=O)c2ccc3c(c2)CCN3C(=O)CC)CC1	0.7	-27.2	-5.3	-2.7	-7.3	-0.9	-0.2	1.0	1.9	-7.9	-4.8
CN(CCc1ccccc1)C(=O)c1ccc(NC(=O)Cc2ccc(NC(=O)C3CCN(C(=O)C4CC4)CC3)cc2)cc1	-3.8	18.2	-0.8	-1.9	12.5	-5.7	-14.8	3.5	7.0	10.7	12.2
CCOC(=O)COn1c2c(c3c4no[n+]([O-])c4ccc31)CCCC2	-2.7	4.3	/	10.3	-3.6	12.7	14.0	8.3	15.3	-27.0	10.8
Cc1cc(C)nc(SCc2cnc(C)nc2N)n1	8.4	-6.2	3.4	2.0	-10.1	9.3	-1.4	3.4	-9.2	-11.4	-5.7
COc1ccc(CNC(=O)CN2CCN(c3ccccc3O)CC2)cc1OC	-5.7	9.4	0.5	-0.6	-1.1	-3.1	-33.6	/	-17.7	18.6	9.9
COCCCNCC1C(Oc2ccc(Cl)cc2)C(=O)N1c1ccccc1C (stereo unspecified)	-4.4	13.2	-2.8	-10.5	5.9	-4.9	-28.8	75.8*	20.9	1.9	-3.9
CCOC(=O)c1nnn(-c2nonc2N)c1CN1CCc2ccccc2C1	-1.5	7.3	-9.7	-5.6	-3.9	6.2	1.5	-5.9	0.4	2.3	-12.3
COc1ccc(-c2cc(C(F)(F)F)nc(SCC(=O)N(C)Cc3cn(C)nc3C)n2)cc1OC	-1.2	8.5	7.4	-17.1	3.8	-36.6	-14.0	-3.6	14.6	15.4	-4.5
C/C(CC(=O)NCc1ccco1)=N\NC(=O)COc1ccc(Cl)cc1Cl	-8.9	11.2	-0.1	-2.3	9.9	1.8	9.2	7.8	2.7	8.1	-3.8
CN(CC(=O)Nc1c(Cl)cccc1Cl)C(=O)Cc1ccsc1	5.0	2.7	-10.9	0.3	11.3	13.5	6.4	2.9	-24.8	-13.4	12.3
COc1ccc(C(C)=O)c(OCC(=O)NCCC2=CCCCC2)c1	0.2	1.0	2.6	-12.3	13.7	-0.6	-7.7	4.2	9.0	0.9	9.8
Cc1cc(-c2n[nH]c(=S)n2/N=C/c2ccc(C)o2)n[nH]1	3.5	22.0	11.4	-2.6	18.1	-11.1	-16.1	-3.0	-37.0	-8.1	8.7

Reprinted from the part before: 2 compounds, then new ones.
SMILES	KKLEB tox	NCOA3 inh	TROY signal inh	TRAIL sens C8	COUP-TFII inh	NCOA1 inh	TWEAK Fn14 block	LMP1 NFkB inh	NCOA2 inhibitor	CF NFkB inh	LRH-1 inv ag
COc1ccc(C(C)=O)c(OCC(=O)NCCC2=CCCCC2)c1	0.2	1.0	2.6	-12.3	13.7	-0.6	-7.7	4.2	9.0	0.9	9.8
Cc1cc(-c2n[nH]c(=S)n2/N=C/c2ccc(C)o2)n[nH]1	3.5	22.0	11.4	-2.6	18.1	-11.1	-16.1	-3.0	-37.0	-8.1	8.7
CCOc1cc(NC(=S)Nc2ccccc2)c(OCC)cc1NC(=O)c1ccc(OC)cc1	8.5	-22.6	-12.0	-3.8	-2.3	3.3	5.2	5.6	13.4	-2.4	23.0
O=C(CCNC(=O)c1ccco1)Nc1ccc(SC(F)F)cc1	-6.3	11.4	-29.8	-2.9	4.2	-135.1	-18.1	-14.0	-23.6	9.5	-9.3
CC1(C(=O)NS(=O)(=O)c2ccccc2C(F)(F)F)CCN1C(=O)COc1ccc(Cl)cc1 (stereo unspecified)	-1.5	-12.2	-0.3	-2.8	8.3	-3.1	4.0	/	-24.2	-5.3	-13.3
O=C(CN1CCN(S(=O)(=O)c2ccccc2)CC1)Nc1ccc(Cl)cn1	-3.7	0.5	9.3	4.1	9.7	5.7	-4.4	-11.1	6.6	-4.0	15.6
Cc1cc(Oc2nc3ccccn3c(=O)c2/C=C(\C#N)C(=O)NC2CCS(=O)(=O)C2)ccc1Cl (stereo unspecified)	-0.7	-10.6	-3.2	4.9	2.9	4.8	13.7	16.1	-14.5	-16.5	17.7
CCCCCCc1cc2cc(C(=O)OCC)c(=O)oc2cc1O	-31.7	-6.5	2.9	20.6	-0.5	0.2	41.0	-1.3	2.6	53.3*	-1.8
COc1cc(Br)cc(/C=N/N(CCO)C2=NS(=O)(=O)c3ccccc32)c1OC	-5.3	-19.9	13.4	-10.2	-0.6	-10.7	16.1	-2.2	-73.3	20.2	-8.6
O=C(NNC(=O)C1CC=CCC1C(=O)O)c1cccs1 (stereo unspecified)	11.7	-50.2	-30.4	-3.4	-31.9	-43.3	-4.2	4.1	-59.3	-9.6	-79.1
COC(=O)C1CCCN1C(C(=O)NC1CCCCC1)c1ccc(Cl)cc1 (stereo unspecified)	10.2	7.1	-48.8	-1.8	5.0	-12.1	-45.0	8.7	-49.3	-23.1	16.4
CC(C)n1c(Nn2cnnc2)nc2ccccc21	10.7	14.7	-10.5	-14.6	-23.8	-11.1	18.4	-0.1	-24.9	-2.8	-16.2
CC1(C(=O)NS(=O)(=O)C2CC2)CCN(C(=O)C2(c3ccc(Cl)cc3)CCCC2)C1 (stereo unspecified)	15.4	-5.8	-3.6	-11.8	/	-10.4	2.5	/	/	3.7	-19.3
N#C/C(=N/Nc1ccccc1[N+](=O)[O-])C(N)=S	-20.3	12.6	29.9	6.2	-4.5	-44.8	5.1	2.6	5.8	11.1	23.3

Screening data from PubChem BioAssay.

No enrichment for hits; any-hit rate near 4.2%.
